AGP1-GFP MLPCN: modulators of AGP1-GFP expression in yeast TOR pathway, primary screen, cell-based, multiplex flow cytometry, S. cerevisiae, MLPCN library. GFP response vs DMSO, % at 10 µM. hit rate 0.02% among 320,000. 3 h; GFP as percent of DMSO wells. AID 2066, 2009;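 active = GFP response relative to DMSO above a set limit, near screen average plus 3 SD, cut at about 150% in these data; inconclusive = fewer than 70 cells counted for the yeast strain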;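 note: median GFP channel fluorescence of the gated AGP1 strain per well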
MEX-5 binding: MEX-5 zinc finger RNA-binding disruptors – biochemical, C. elegans, fluorescence polarization, MLPCN library, primary screen; Zinc finger protein mex-5 (Caenorhabditis elegans), Q9XUB2; MEX-5/FITC-TCR2 RNA binding; hits give low values; activity score (negative = inhibition of binding), % at 10 µM; hit rate 0.38% among 300,000; AID 1832, 2009;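 active = inhibition past about -25% in most replicates, and total fluorescence under double the plate's negative control median, limit read from the data; inconclusive = replicates evenly split on the limit, or fluorescence at least double controls; inactive = too little inhibition in most replicates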;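 note: 0% = DMSO and -100% = 5 µM competing unlabeled TCR2 RNA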
GLD-1 RNA inh: GLD-1/TGE RNA complex disruptors, primary screen, biochemical, fluorescence polarization; hit rate 0.44% among 320,000; purified GLD-1 + fluorescein TGE RNA; inhibition, % at 5.96 µM; AID 2280, 2010; Female germline-specific tumor suppressor gld-1 (Caenorhabditis elegans), Q17339;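 active = percent inhibition above a per-plate cutoff, the plate mean of test compounds plus 3 SD, cut at about 30% in these data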;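 note: 0% = DMSO wells with GLD-1 and probe and 100% = wells lacking GLD-1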
Target sequence (Q17339 whole entry, looked up): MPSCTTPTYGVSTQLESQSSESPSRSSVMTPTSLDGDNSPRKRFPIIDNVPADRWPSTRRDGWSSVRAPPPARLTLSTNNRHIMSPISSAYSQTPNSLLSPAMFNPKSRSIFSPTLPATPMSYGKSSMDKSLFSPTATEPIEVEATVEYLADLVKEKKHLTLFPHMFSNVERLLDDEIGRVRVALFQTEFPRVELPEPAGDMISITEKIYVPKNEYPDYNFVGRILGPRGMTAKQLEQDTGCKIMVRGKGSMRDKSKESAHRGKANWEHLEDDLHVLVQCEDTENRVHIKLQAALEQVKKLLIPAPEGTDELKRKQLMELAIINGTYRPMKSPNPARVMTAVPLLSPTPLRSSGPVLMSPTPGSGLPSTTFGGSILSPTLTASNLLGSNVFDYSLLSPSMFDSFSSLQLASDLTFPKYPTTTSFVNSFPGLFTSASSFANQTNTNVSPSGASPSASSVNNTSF
CIT2-GFP yeast: modulators of CIT2-GFP expression in yeast, primary screen, S. cerevisiae, GFP fusion, multiplex flow cytometry, MLPCN library; AID 2029, 2009; S. cerevisiae CIT2-GFP strain, 3 h; 100 means same as DMSO wells; GFP response vs DMSO, % at 10 µM; hit rate 0.065% among 320,000;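 active = GFP response relative to DMSO above a set limit, near the screen mean plus 3 SD, cut at about 150% in these data; inconclusive = Fewer than 70 cells measured for a yeast strain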;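 note: ratio of well median GFP fluorescence to mean of DMSO wells on the plate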
Fam108B inh: mouse Fam108B serine hydrolase inhibitors, primary screen, counter-screen for RBBP9 inhibitor project, biochemical, fluorescence polarization; recombinant Fam108B, FP-Rh probe fluorescence polarization; hit rate 0.33% among 300,000; AID 1947, 2009; inhibition, % at 9.51 µM;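 active = inhibition above the screen mean inhibition plus 3 SD, computed separately per campaign, cut at about 18% in these data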;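 note: inhibitors lower polarization as less probe binds the enzyme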
BCLXL inh: inhibitors of human Bcl-xL, primary screen, biochemical, fluorescence polarization, HTS. GST-Bcl-xL / FITC-Bim BH3 peptide fluorescence polarization. hit rate 0.7% among 320,000. AID 2129, 2009. inhibition, % at 10.9 µM;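 active = inhibition above the mean of all tested compounds plus 3 SD, cutoff set per campaign, cut at about 30% in these data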;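 note: 0% = DMSO wells and 100% = unlabeled Bim-BH3 peptide competitor; inhibitors lower millipolarization by displacing the labeled peptide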
GRK2 inh: compounds blocking aptamer binding on GRK2 – biochemical, human GRK2, bead flow cytometry, HTS, primary screen; AID 488847, 2010; FAM-aptamer displacement from GRK2; inhibition of aptamer binding, % at 10 µM; hit rate 0.59% among 330,000; Beta-adrenergic receptor kinase 1 (Homo sapiens), P25098;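 active = inhibition of aptamer binding above 40%, roughly 3 SD of noise, on plates passing a quality check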;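 note: median bead fluorescence of bound FAM aptamer so fluorescent compounds give negative values; no value below 0 was filed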
Target sequence (P25098 whole entry, looked up): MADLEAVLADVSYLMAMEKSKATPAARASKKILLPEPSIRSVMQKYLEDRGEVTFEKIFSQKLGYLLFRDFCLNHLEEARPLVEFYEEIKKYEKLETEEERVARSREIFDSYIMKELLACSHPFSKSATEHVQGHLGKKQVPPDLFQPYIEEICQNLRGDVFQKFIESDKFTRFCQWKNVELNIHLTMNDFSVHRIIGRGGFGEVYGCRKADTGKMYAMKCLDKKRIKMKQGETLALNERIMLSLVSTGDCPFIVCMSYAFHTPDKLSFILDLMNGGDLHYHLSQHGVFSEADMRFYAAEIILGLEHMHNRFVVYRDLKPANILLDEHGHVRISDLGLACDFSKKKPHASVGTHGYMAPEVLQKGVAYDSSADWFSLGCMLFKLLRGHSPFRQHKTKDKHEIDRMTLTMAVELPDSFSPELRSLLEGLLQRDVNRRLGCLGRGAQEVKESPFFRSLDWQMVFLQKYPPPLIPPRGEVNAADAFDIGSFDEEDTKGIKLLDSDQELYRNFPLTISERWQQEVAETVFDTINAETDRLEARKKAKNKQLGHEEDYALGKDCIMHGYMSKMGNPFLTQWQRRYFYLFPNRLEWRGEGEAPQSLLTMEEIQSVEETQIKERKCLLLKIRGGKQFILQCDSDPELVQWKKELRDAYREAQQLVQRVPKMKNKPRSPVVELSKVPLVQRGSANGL
VLA-4 inh: inhibition in human VLA-4 binding assay, primary screen, VLA-4 allosteric modulator project, MLPCN library, flow cytometry, VLA-4 expressing cells | hit rate 0.2% among 330,000 | ligand binding flow cytometry | inhibition, % (about 7 µM as worked out from the volumes in the protocol); in the data active = inhibition above about 50%
MCL1 BIM primary: inhibitors of MCL1 binding to BIM-BH3, primary screen, biochemical, fluorescence polarization; inhibition, % at 10.9 µM; hit rate 0.68% among 320,000; AID 2057, 2009; GST-MCL1 / FITC-Bim-BH3 fluorescence polarization;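 active = inhibition above the mean inhibition of all tested compounds plus 3 SD, set per campaign, cut at about 40% in these data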;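 note: 0% = DMSO wells and 100% = unlabeled Bim-BH3 peptide control; higher means more loss of mP so more displacement of Bim peptide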
Starred values were filed as active, the others as inactive; i = inactive; ? = inconclusive; nt = not tested or not shown.

SMILES	AGP1-GFP MLPCN	MEX-5 binding	GLD-1 RNA inh	CIT2-GFP yeast	Fam108B inh	BCLXL inh	GRK2 inh	VLA-4 inh	MCL1 BIM primary
NC(=O)C1CCN(C(=O)c2ccc(Oc3cc(Cl)cc(Cl)c3)o2)CC1	104	1.9	-4	107	4	6	0	-3	-2
Cc1cccc(C(=O)N=c2sccn2C)c1[N+](=O)[O-]	93	0.9	2	107	1	-4	2	1	-5
C#CCNC(=O)C1=C[C@H](c2ccc(Br)cc2)C[C@H](OCCCCO)O1	95	1.7	3	90	-2	-3	0	27	-8
CCOC(=O)c1ccc2c(c1)nc(SC/C(O)=C(\C#N)c1nc3ccccc3[nH]1)n2CC	106	-3.0	-5	91	0	-3	3	-27	-11
COc1ccc(CCNC(=O)C2CCCN(S(=O)(=O)c3ccccc3)C2)cc1 (stereo unspecified)	94	-2.1	6	97	-7	1	0	3	-2
Cc1cc2nc(-c3ccc(SCC(=O)Nc4ccc5c(c4)OCCO5)nc3)[nH]c2cc1C	101	-2.9	-19	97	-4	-6	3	-1	-10
Cc1ccc(C)n1-c1nn(S(=O)(=O)c2cccc3cccnc23)c2cccc(F)c12	107	-0.5	0	105	-1	4	3	3	-7
Cc1onc(-c2ccccc2)c1C(=O)Nc1cccnc1	96	-0.8	4	101	-2	6	0	5	7
CCCN1C(=O)/C(=N\OCC(=O)NCC(F)(F)F)c2ccccc21	97	3.0	4	98	0	5	0	3	0
CCOc1ccc(/C(O)=C2/C(=O)C(=O)N(c3ncccn3)C2c2ccccc2)cc1 (stereo unspecified)	96	0.1	1	100	3	6	0	-15	9
Cc1ccc(N2CC(C(=O)Nc3nccs3)CC2=O)cc1 (stereo unspecified)	100	-0.3	3	102	1	0	0	12	-2
Cc1cc(C)nc(-n2nc(C)cc2NC(=O)CN2CCc3ccccc3C2)n1	98	-3.6	-10	106	1	12	0	-3	12
Cc1cc(C)n(CC2CC(=O)N(c3ccc(Cl)c(Cl)c3)C2=O)n1 (stereo unspecified)	89	2.4	-8	85	3	0	0	3	-5
Cc1ccc(NC(=O)C2CSC3(C)CCC(=O)N23)cc1S(=O)(=O)N1CCOCC1 (stereo unspecified)	93	nt	1	99	nt	6	0	-7	-4
Cc1ccccc1NC(=O)/C(=C/c1ccccc1)c1ccccc1	94	-1.9	-10	90	-2	5	1	14	9
CCN(CC)CCNC(=O)c1ccc(NC(=O)C2CCN(c3ncnc4sc(C)c(C)c34)CC2)cc1	94	3.3	-12	93	-4	-17	0	-22	-33
COC(=O)Nc1ccc(S(=O)(=O)NCCO)cc1	104	-1.8	0	103	4	5	0	4	-3
Cc1csc(=O)n1CCC(=O)OCC(=O)NNC(=O)c1ccccc1	104	-5.3	6	97	5	5	3	13	9
CCc1nnc(NC(=O)CSc2nnc(-c3ccc(S(=O)(=O)N4CCCC4)cc3)n2CC)s1	105	1.1	-4	106	0	3	1	-1	3
O=S(=O)(c1ccc(NC(=S)NCc2ccco2)cc1)N1CCCC1	98	-5.8	-5	99	2	1	2	18	-1
COc1ccc(OC)c(NC(=O)C2C(C(=O)O)C3(Cl)C(Cl)=C(Cl)C2(Cl)C3(Cl)Cl)c1 (stereo unspecified)	99	0.8	-7	88	5	5	10	11	8
CC(C)CCN1CCC(n2nccc2NC(=O)c2ccc3c(c2)OCO3)CC1	102	-0.4	-3	103	0	4	1	8	8
Cc1ccc(C)c(OCCC(=O)N2CCN(S(=O)(=O)c3cc(F)ccc3F)CC2)c1	104	nt	-4	106	nt	-13	0	-8	-16
COc1ccc(CCNC(=O)CCCCC(=O)NCCc2ccc(OC)c(OC)c2)cc1OC	108	3.3	6	105	2	2	0	-4	-6
CCc1ccc(NC(=O)COC(=O)CC2CCCC2)cc1	98	nt	5	95	nt	nt	0	6	nt
Next section:
SMILES	AGP1-GFP MLPCN	MEX-5 binding	GLD-1 RNA inh	CIT2-GFP yeast	Fam108B inh	BCLXL inh	GRK2 inh	VLA-4 inh	MCL1 BIM primary
Cc1ccc(CNC(=O)CSc2ncc(C(=O)Nc3ccccc3)c(=O)n2C)cc1	97	1.4	7	99	-2	2	0	2	6
Cc1cccc(N2CCN(C(=O)CCNS(=O)(=O)c3ccc4c(c3)oc(=O)n4C)CC2)c1C	102	-1.8	-4	99	0	7	1	22	3
COc1ccccc1CNC(=O)CN1C(=O)NC2(CCOc3ccccc32)C1=O (stereo unspecified)	99	nt	6	99	nt	nt	4	6	nt
O=C(NC(=S)NNC(=O)c1ccccc1[N+](=O)[O-])c1ccc(Br)cc1	95	-1.6	-1	95	-2	8	0	4	10
Cc1cccc(C)c1NC(=O)COC(=O)c1cc(-c2cccnc2)nc2ccccc12	96	-4.4	21	108	-5	24	0	-2	12
Cc1cc(OCCOCCNCc2ccccc2)ccc1C(C)C	108	-0.3	-2	111	-3	5	0	25	13
C/C(=N\NC(=O)c1cc(-c2ccc(O)cc2)nc2ccccc12)c1cccnc1	100	0.7	nt	82	nt	nt	0	-3	nt
Cc1cc2nc(CSc3ccc(Cl)cc3)cc(=O)n2[nH]1	104	-1.4	3	108	-4	7	0	3	10
CC1N=C(N)C(c2nc3ccccc3n2C)=C1O (stereo unspecified)	106	-1.4	-4	106	10	-2	0	16	4
O=C(COC(=O)COc1ccc(Br)cc1)NC1CCCC1	99	nt	11	114	nt	nt	0	6	nt
O=C(N/N=C/c1sc(N2CCOCC2)nc1-c1ccccc1)c1cccc(S(=O)(=O)N2CCCC2)c1	103	9.2	-31	99	1	-16	2	10	-31
Cc1ccc(S(=O)(=O)NN=C2C3CC4CC(C3)CC2C4)cc1[N+](=O)[O-]	102	-2.0	5	101	2	5	0	13	4
CC(=O)N1CCc2c(sc(NC(=O)CN3C(=O)CCC3=O)c2C(N)=O)C1	103	0.4	6	101	-1	16	0	-9	19
COc1ccc(-c2nc(Cn3c(SCc4ccccc4F)nc4ccncc43)c(C)o2)cc1	104	6.1	3	93	-4	8	2	-2	2
S=C1NCCOCCOCCOCCN1	105	0.4	4	99	-1	4	1	1	3
Cc1ccc(C(=O)N/N=C\c2ccncc2)s1	100	-0.5	6	104	3	2	0	6	8
COC(=O)c1ccc2nc(C)cc(Nc3ccc(N(C)C)cc3)c2c1	96	-0.3	1	94	5	1	5	18	0
O=C(CSc1nnc(COc2ccc3c(c2)CCCC3)o1)Nc1ccc(F)cc1	92	0.8	5	99	-9	-1	0	i	-1
C=C(C)CSc1nc2nc(C)c(Br)cc2[nH]1	106	0.5	7	104	-3	-5	0	2	-5
O=C(O)c1cccc(-c2ccc(/C=N/Nc3ccc([N+](=O)[O-])cc3)o2)c1	105	5.8	-63	112	23*	-38	25	-64	-103
COCCC(=O)N1CCC(Oc2ccc(C(=O)N(C)C3CCCCC3)cc2)CC1	97	-1.0	3	97	-1	-2	0	2	0
CCCS(=O)(=O)NCc1cn2cccc(C)c2n1	100	1.2	4	99	4	5	0	3	8
Cc1ccc(-c2cc(C(F)F)nc(N3CCC(C)CC3)n2)cc1	96	nt	5	93	-5	3	0	-37	5
COc1ccc(S(=O)(=O)NCC2CCCN(C(=O)CSC)C2)cc1 (stereo unspecified)	92	-0.4	5	93	-7	3	3	13	16
COc1cc2sc3ccc(-c4ccc(N(C)C)nc4)cc3c(=O)c2cc1OC	83	-11	1	102	0	5	0	-25	10
The list continues.
SMILES	AGP1-GFP MLPCN	MEX-5 binding	GLD-1 RNA inh	CIT2-GFP yeast	Fam108B inh	BCLXL inh	GRK2 inh	VLA-4 inh	MCL1 BIM primary
O=[N+]([O-])c1cc(C(F)(F)F)ccc1NN=C1CCCC1	100	0.7	1	91	1	3	0	14	6
O=C(/C=C/c1ccc(F)cc1)NC(=S)N1CCN(c2ccccn2)CC1	106	0.6	4	102	1	-2	nt	-1	1
O=C(NCCCl)Nc1ccc(Cl)c([N+](=O)[O-])c1	104	-6.1	8	99	-8	5	0	-6	7
CCc1ccc(C(=O)OCC(=O)NC2CCCC2)cc1	98	-0.7	-4	98	-5	-1	0	8	-6
O=C(Cc1ccccc1)c1nc2ccccc2s1	99	2.1	1	106	-2	0	2	4	0
CC1CCN(C(=O)CSc2nc(=O)n3ccccc3n2)CC1	110	-0.1	10	96	1	9	4	28	0
COc1ccc(OC)c(NC(=O)c2cc3c(=O)n4ccccc4nc3n2C)c1	104	2.4	1	106	0	7	0	15	4
CCc1ccccc1NC(=O)CN1CCN(C(=O)CNC(=O)c2ccc(N3CCCC3=O)cc2)CC1	96	nt	3	95	nt	5	0	3	7
COc1cccc(NC(=O)C(C)Sc2nnc(C3CC3)n2C2CC2)c1 (stereo unspecified)	108	nt	-2	100	nt	0	13	-5	2
CSc1cc(-c2ccccc2)n(Cc2c(Cl)cccc2Cl)c(=O)c1C#N	104	-0.1	1	99	-7	-1	1	13	-4
COCCNC(=O)c1cccc(OC2CCN(Cc3ccc(C(=O)OC)cc3)CC2)c1	102	2.4	5	102	1	6	0	13	11
Oc1ccc(Nc2nc(-c3ccccc3F)nc3ccccc23)cc1	101	0.5	4	100	9	2	3	-11	6
C#CCOCCOCCOCCNc1nc(N2CCN(C(=O)[C@H](Cc3ccc(O)cc3)n3cc([C@@H](N)CC(C)C)nn3)CC2)nc(N2CCN(C(=O)[C@H](Cc3cc4ccccc4[nH]3)n3cc([C@@H](N)CC(C)C)nn3)CC2)n1	nt	8.0	4	nt	-2	1	nt	nt	-4
CCC(CO)Oc1cc(NCc2cccnc2)c2ncn(C(C)C)c2c1 (stereo unspecified)	95	nt	4	85	nt	nt	1	6	nt
COc1ccc(N(C(=O)c2cccc(OC)c2OC)C2C=CS(=O)(=O)C2)cc1 (stereo unspecified)	99	-0.2	0	nt	-4	5	3	4	2
COc1ccc(C2SCC(C(=O)O)N2C(C)=O)cc1 (stereo unspecified)	99	0.8	0	103	4	5	0	2	2
COC(=O)c1c(C)oc2ccc(OC(=O)N3CCOCC3)cc12	94	0.1	-7	95	11	7	0	-9	10
CC(C)N(C(=O)COC(=O)CCC(=O)c1cccs1)c1ccccc1	100	nt	4	88	nt	nt	3	-2	nt
CC(=O)Nc1ccc(S(=O)(=O)N2CCN(c3nnnn3-c3ccccc3)CC2)cc1	106	1.4	0	99	-4	3	0	5	3
Cc1cc(Cl)ccc1C(=O)C1CCCN(C(=O)c2cccc(N3CCCC3=O)c2)C1 (stereo unspecified)	114	0.8	3	112	2	3	3	3	-5
COC(=O)c1c(Oc2nc(OC)cc(OC)n2)cccc1Oc1nc(OC)cc(OC)n1	99	-6.7	-4	103	-1	1	3	5	-5
CC(C(=O)c1ccc(Br)cc1)[n+]1cccc2ccccc21 (stereo unspecified)	103	-0.8	-55	101	-8	27	0	i	10
CCC(C(=O)NCc1cccnc1)c1ccccc1 (stereo unspecified)	99	1.7	1	102	4	9	24	9	-3
CN(C)c1ncc(C2=C(Cl)C(=O)C(N3CCCC3)=C(Cl)C2=O)s1	?	-17	16	?	26*	57*	2	26	91*
Cc1onc(-c2ccccc2Cl)c1C(=O)OCn1nnc2ccccc2c1=O	74	1.4	-3	62	0	7	4	-8	4

Source: PubChem (several laboratories)
